Assay outcomes as filed in PubChem BioAssay.
ER stress surv = ER stress cell death inhibition; CSM14.1 thapsigargin ER stress survival, ATP luminescence; relative survival (cellular ATP), % at 15 µg/mL (by protocol); 48,000 compounds, 0.33% hits;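 active = survival measured by cellular ATP above 50% at 15 µg/ml in the first screen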;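 note: cell death triggered by about 15 µM thapsigargin; ATP read 24 h after thapsigargin was added; plate controls were thapsigargin with DMSO for no effect and DMSO without thapsigargin for full effect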
The depositor's hits bear a star. The list is partial. The share of hits here may be higher or lower than overall.

entry | smiles | ER stress surv
1 | COc1ccc(C(=O)O/N=C(\N)c2cccc([N+](=O)[O-])c2)cc1 | -3.0
2 | COc1ccc(S(=O)(=O)N/N=C/c2c(C)[nH]c3ccccc23)cc1 | 1.2
3 | O=C(c1cccs1)N1CCN(Cc2cccc(Br)c2)CC1 | 0.5
4 | CC(C)(C)OC(=O)NNC(=O)c1cccc(Cl)c1 | 7.7
5 | Cc1ccc(/C=C2\SC(N3CCCCCC3)=NC2=O)cc1 | -4.2
6 | CC(C1COc2ccccc2O1)N1C(=O)CCC1=O (stereo not drawn) | 0.3
7 | C/C(C=O)=C\c1ccc(/C=C(C)/C=C2/SC(=S)N(c3ccccc3)C2=O)cc1 | 11.7
8 | COC(=O)c1sccc1NC(=O)c1ccc(Br)cc1 | 9.6
9 | O=C(O)CN1C(=O)/C(=C\c2cccc(Oc3ccccc3)c2)SC1=S | -3.6
10 | COc1ccc(C(=O)Oc2cccc3c(OC)ccc(C=O)c23)cc1OC | 9.9
11 | CNc1nc(OCC(F)(F)F)nc(N2CCOCC2)n1 | -2.9
12 | COc1ccc(OC)c(C2CC(=O)C(C)C(c3cc(OC)ccc3OC)N2)c1 (stereo not drawn) | 14.9
13 | Cc1cc(OCC(=O)N(C)Cc2ccccc2)ccc1Cl | 4.4
14 | COc1cc(/C=N/n2cnnc2)ccc1OCCOc1ccc(C(C)(C)C)cc1 | 13.1
15 | Cc1[nH]n(-c2ccc([N+](=O)[O-])cc2)c(=O)c1C=NC1CCCCC1 | 1.2
16 | CCN(CC)c1ccc(NC(=O)COc2ccc(OC)cc2)cc1 | 4.3
17 | O=c1/c(=C/c2cccc(Br)c2)sc2nc3ccccc3n12 | 5.5
18 | COc1ccc(/C=C2/C(=O)NN(c3ccc(C)c(C)c3)C2=O)cc1OC | 5.2
19 | NC(=O)Cn1cc(/C=C2\C(=O)NC(=O)N(Cc3ccccc3)C2=O)c2ccccc21 | 3.9
20 | CCc1ccc(OCC(=O)Nc2cc3nn(-c4ccc(OC)cc4)nc3cc2C)cc1 | 10.7
21 | CCN(CC)c1ccc2cc(-c3csc(C)n3)c(=O)oc2c1 | -1.1
22 | C=CCn1c(-c2ccc(C(C)(C)C)cc2)n[nH]c1=S | 3.2
23 | C#CCn1cc(/C=C2\C(=O)NC(=O)N(c3ccc(Cl)cc3)C2=O)c2ccccc21 | 3.4
24 | O=C(CCc1ccccc1)Nc1cccc(I)c1 | -0.3
25 | O=C1C(Cl)=C(Nc2ccc(O)cc2)c2c(Cl)c(Cl)c(Cl)c(Cl)c21 | 1.5
26 | O=C(Nc1ccc(Br)cc1)c1ccccc1F | 7.5
27 | Cc1c(C=C(C#N)C#N)c(C)c([N+](=O)[O-])c(C)c1[N+](=O)[O-] | -2.6
28 | O=C1S/C(=C\c2ccc([N+](=O)[O-])cc2)C(=O)N1Cc1ccccc1 | 3.5
29 | Fc1ccc(-c2noc(-c3ccc(Br)cc3)n2)cc1 | 19.5
30 | COc1ccc2c(c1OC)C(=O)N(c1nc(-c3ccc(O)cc3)cs1)C2=O | 5.8
31 | CC1(C)Cc2ccccc2/C(=C/C(=O)Nc2ccc([N+](=O)[O-])cc2)N1 | 4.7
32 | C=CCc1cccc(/C=N/NC(=O)CCC2C(=O)NN=C2C)c1O (stereo not drawn) | -2.5
33 | O=C1C=C/C(=N\S(=O)(=O)c2ccccc2)C=C1Cl | -1.3
34 | O=C(CC(=S)c1cccs1)c1ccncc1 | 60.9*
35 | COc1c(Br)cc(Br)cc1/C=N/Nc1nc(N2CCOCC2)nc(N2CCOCC2)n1 | 16.9
36 | COc1cc(/C=N/n2cnnc2)cc(Br)c1OCc1ccc(Cl)cc1Cl | 9.5
37 | O=C1c2ccccc2C(=O)N1/N=C/c1c(O)ccc2ccccc12 | 6.4
38 | COc1cc(/C=C2/SC(=S)NC2=O)cc(Br)c1OCc1ccccc1F | -2.1
39 | CCN1C(=O)/C(=C/c2c(NCCCn3ccnc3)nc3c(C)cccn3c2=O)SC1=S | -0.2
40 | CCN1C(=O)C(=Cc2ccc(OC)cc2OC)C(=O)NC1=S | -1.6
41 | COC(=O)c1ccc(NC(=O)c2ccc(OC)cc2)cc1 | -3.1
42 | CCCCOC(=O)Cn1c(=N)n(CCN(CC)CC)c2ccccc21 | -0.7
43 | Cn1c(=O)c(-c2ccccc2N)nc2cc3ccccc3cc21 | -1.3
44 | Cc1ccc(N2CC(C(=O)Nc3ccccc3)CC2=O)cc1 (stereo not drawn) | 4.8
45 | C/C(=N\NC(=O)c1ccccc1Cl)c1ccc(O)cc1 | 8.9
46 | CCOc1cccc(-c2nnc(NC(=O)Nc3ccccc3)s2)c1 | 16.2
47 | COc1ccc(N2C(=O)NC(=O)/C(=C\c3cc(OC)c(OC)cc3OC)C2=O)cc1 | 2.8
48 | CC1CN(c2ccc([N+](=O)[O-])cc2)CCN1C(=O)c1ccc(Cl)cc1 (stereo not drawn) | 0.3
49 | N/C(=N\OC(=O)c1ccc(I)cc1)c1ccncc1 | 13.1
50 | O=C1CCC(C(=O)OCC(=O)c2ccc([N+](=O)[O-])cc2)N1 (stereo not drawn) | 7.6
51 | Cc1ccc(Cl)cc1NC(=O)c1c(-c2c(Cl)cccc2Cl)noc1C | 11.1
52 | COc1ccccc1/C=C1/SC(=O)N(CNc2ccc(F)cc2)C1=O | 3.4
53 | Cc1ccc(Cl)cc1N(Cc1ccc(C(=O)NCc2ccco2)cc1)S(=O)(=O)c1ccccc1 | -1.3
54 | Cc1cc(C)c(COCCOCc2c(C)cc(C)c(/C=N/O)c2C)c(C)c1/C=N/O | 7.6
55 | COC(=O)C1=C(C)N=c2s/c(=C\c3cc(OC)c(OC)cc3[N+](=O)[O-])c(=O)n2C1c1ccccc1 (stereo not drawn) | 6.9
56 | CCOC(=O)c1c(NC(=O)CCc2ccccc2)sc2c1CCC2 | 4.7
57 | COc1ccccc1NC(=O)/C(=C\c1ccco1)NC(=O)c1cccs1 | -0.7
58 | CCOc1ccc(N(CC(=O)N2CCN(c3ccccc3)CC2)S(C)(=O)=O)cc1 | 6.4
59 | O=C(Nc1cccc(C(F)(F)F)c1)c1ccccc1C(F)(F)F | 3.8
60 | COc1cc(NC(=O)c2ccc([N+](=O)[O-])cc2Cl)ccc1NC(=O)c1ccco1 | -0.3

Carrying on:
entry | smiles | ER stress surv
61 | O=C(NCCc1ccc(Cl)cc1)C(=O)Nc1nccs1 | 2.7
62 | Cc1ccccc1N1C(=O)c2cccc3c(N4CCNCC4)ccc(c23)C1=O | 1.1
63 | COc1cccc(/C=C2\SC(=S)N(Cc3ccccc3)C2=O)c1OC | 1.4
64 | CCOCCOCCC(C(=O)O)P(=O)(c1ccccc1)c1ccccc1 (stereo not drawn) | 2.3
65 | COC(=O)c1c(-c2ccc(Br)cc2)csc1NC(=O)C1CCCCC1C(=O)O (stereo not drawn) | -28.7
66 | CCN(CP(=O)(O)CN1CCOCC1)C(C)=O | 2.6
67 | O=C(COc1ccccc1[N+](=O)[O-])N/N=C/c1cc(O)c(Br)cc1Br | 6.7
68 | Brc1cccc(CN2CCN(Cc3ccccn3)CC2)c1 | 4.7
69 | Cc1ccc(C2CC(C(F)(F)F)n3ncc(C(=O)N4CCSCC4)c3N2)cc1 (stereo not drawn) | -3.2
70 | COc1cc(OC)c([N+](=O)[O-])cc1/C=C1\C=C(c2ccc(Cl)cc2)OC1=O | 10.8
71 | COc1ccc(C2/C(=C(/O)c3ccccc3)C(=O)C(=O)N2c2cccc(C)c2)cc1 (stereo not drawn) | 4.8
72 | CN1C[N+]([O-])=C(c2ccccc2)C1(C)C | 9.7
73 | Cc1cccc(C(=O)NNC(=O)c2ccccc2C)c1 | 14.8
74 | CCOc1cc(/C=N/NC(=O)C(=O)N2CCCC2)ccc1O | 2.6
75 | CC(=O)c1cccc(N2C(=O)C3C4C=CC(C4)C3C2=O)c1 (stereo not drawn) | 7.3
76 | O=C(CSCC(=O)c1ccc([N+](=O)[O-])cc1)Nc1ccc2ccccc2c1 | 14.1
77 | O=C(/C=C/c1ccc(OCc2ccccc2)cc1)c1cccc(Br)c1 | 21.7
78 | COc1ccccc1NC(=O)c1c(NC(=O)C(C)(C)C)sc2c1CCCC2 | 6.0
79 | CC(C)(C)C1(O)CC(C(F)(F)F)=NN1C(=O)COc1ccccc1 (stereo not drawn) | 4.2
80 | Cc1cc(C)nc(SC/C=C/CSc2nc(C)cc(C)n2)n1 | 10.8
81 | Cn1cc(/C=C(/C#N)C(=O)Nc2cccc(Br)c2)c2ccccc21 | 2.6
82 | O=C(N/N=C/c1cccc([N+](=O)[O-])c1)C(Oc1ccccc1)Oc1ccccc1 | 4.7
83 | N#Cc1c(N)nc2cc(N)ccc2c1-c1ccc(O)cc1 | -5.9
84 | COC(=O)c1ccc(Oc2ccc(OC(C)=O)cc2)cc1 | 5.8
85 | COC(=O)C(C)Oc1cc2oc(=O)c3c(c2cc1Cl)CCC3 (stereo not drawn) | 0.6
86 | COC(=O)c1ccccc1NC(=O)CN(c1ccc(C(C)C)cc1)S(=O)(=O)c1ccccc1 | 5.7
87 | CCC(c1ccccc1)c1nnc(NC(=O)Nc2ccccc2)s1 (stereo not drawn) | 7.2
88 | O=[N+]([O-])c1cc2c(cc1C=Nc1ccc(OC(F)(F)F)cc1)OCO2 | -4.0
89 | CC(=O)Nc1ccc2c(c1)C(=O)c1ccccc1C2=O | 10.1
90 | Cc1sc2nc(SC/C=C/c3ccccc3)[nH]c(=O)c2c1C | 3.3
91 | CC(=O)Oc1ccc(C(=O)O)c(OC(C)=O)c1 | 0.9
92 | CN(C)Cc1c(O)ccc2cc(-c3nc4ccccc4s3)c(=O)oc12 | -1.9
93 | Cc1cccc(C)c1NC(=O)CSc1nnc(NC(=O)CN2CCOCC2)s1 | 9.6
94 | CC(C)C12CN3CC(C(C)C)(CN(C1)C3c1c[nH]c3ccccc13)C2=O (stereo not drawn) | -4.0
95 | COc1ccc(/C=C(\NC(=O)c2ccc(Cl)cc2)C(=O)NCc2cccnc2)cc1OC | 2.0
96 | COc1ccc(C(=O)Nc2ccc(Cc3ccncc3)cc2)cc1OC | 9.0
97 | Cc1cccc(C)c1OCC(=O)NN=Cc1ccc(O)cc1 | 0.7
98 | CC(=O)c1ccc(NC(=O)c2ccoc2C)cc1 | -3.1
99 | O=S(=O)(Nc1ccc(N2CCCCC2)cc1)c1ccc(Cl)cc1 | -0.7
100 | CCN1CCOC(c2ccccc2)C(C(=O)OC)C1C(=O)OC (stereo not drawn) | -0.3
101 | COc1ccc(-n2nc3cc(C)c(NC(C)=O)cc3n2)cc1 | 5.3
102 | CCCC(=O)Nc1ccc(NC(=O)c2ccc(C)c([N+](=O)[O-])c2)cc1 | 5.8
103 | CC(=O)C1=C(O)C(=O)N(c2ccccn2)C1c1cccc([N+](=O)[O-])c1 (stereo not drawn) | 11.3
104 | COc1ccc(CCNC(=O)COc2ccc(C)cc2C)cc1 | 5.8
105 | COc1ccc(Br)cc1/C=C1\C(=O)NC(=S)N(c2ccc(C)cc2)C1=O | 9.5
106 | O=C1c2cc(Cl)c(Cl)cc2C(=O)N1c1cccc(O)c1 | 8.6
107 | O=C(/C=C/c1ccc(Cl)cc1)NCC1(c2ccccc2)CCOCC1 | 11.7
108 | O=C(/C=C/c1ccccc1Cl)NC(c1ccccc1)c1ccccc1 | 0.0
109 | CCc1ccccc1NC(=O)/C=C/c1ccc(OC)c(Br)c1 | 4.2
110 | O=C(Nc1ccccc1Br)C1CN(S(=O)(=O)c2ccccc2)CCN1S(=O)(=O)c1ccccc1 (stereo not drawn) | 2.9
111 | O=C1CC(c2ccccc2)CC(O)=C1C=Nc1ccc(Cl)cc1C(=O)c1ccccc1 (stereo not drawn) | 7.4
112 | C(=NNc1cc(N2CCCCC2)nc(N2CCCCC2)n1)c1ccco1 | 5.7
113 | CC(c1ccccc1)c1nnc(NC(=O)c2cccs2)s1 (stereo not drawn) | 13.3
114 | COc1ccc(/C=C/C(=O)CC(=O)C(Cl)(Cl)Cl)cc1 | -3.3
115 | O=C(Cc1ccc(Cl)cc1)NCCN1CCOCC1 | 8.2
116 | CC1=NN(c2ccccc2)C(=O)C1C(c1ccccc1O)c1c(C)[nH]n(-c2ccccc2)c1=O (stereo not drawn) | 9.5
117 | CN1CCc2c1nc1ccccc1c2NC(=O)CN1CCCC1 | -10.5
118 | CCOc1ccccc1C(=O)Nc1ccc(F)c(Cl)c1 | 5.2
119 | CSC1=NC(c2ccccc2)C(C(=O)Nc2ccccc2)=C(C)N1 (stereo not drawn) | 2.5
120 | Cc1cc(Cl)ccc1OC(C)C(=O)NCc1ccco1 (stereo not drawn) | -1.0

Following part:
entry | smiles | ER stress surv
121 | O=C1NC(=S)S/C1=C/c1cccn1-c1cccc([N+](=O)[O-])c1 | 8.8
122 | Cc1ccc(N2CC(C(=O)NCC(C)C)CC2=O)cc1 (stereo not drawn) | -3.0
123 | CCOC(=O)C1=C(O)/C(=C/c2ccc(Cl)c(Cl)c2)SC1=Nc1ccc([N+](=O)[O-])cc1 | 2.7
124 | CCOc1cccc(C(=O)Nc2ccc(C)cc2[N+](=O)[O-])c1 | 2.0
125 | O=C(NC12CC3CC(CC(C3)C1)C2)c1cncc(O)c1 | 18.8
126 | C=CCOc1ccc(/C=C2\SC(=S)N(c3ccc([N+](=O)[O-])cc3)C2=O)cc1OC | 8.4
127 | COc1cc([N+](=O)[O-])ccc1-c1ccc(/C=C2\C(=O)N(c3cccc(C(=O)O)c3)N=C2C)o1 | -4.2
128 | Cc1cc(-c2nc3ccc(Br)cc3c(=O)o2)ccc1[N+](=O)[O-] | 6.3
129 | O=C(NCc1ccccn1)c1cccc2ccccc12 | 5.0
130 | COC(=O)c1c(-c2ccc(F)cc2)csc1NC(=O)CCC(=O)O | 4.8
131 | Cc1ccccc1NC(=O)/C=C/c1cccc(C(F)(F)F)c1 | 3.7
132 | Cc1cc(Br)c2c(c1)c(N=NC(N)=S)c(O)n2C | 8.1
133 | CCOc1cc(C2Nc3ccccc3NC3=C2C(=O)CC(c2ccc(OC)cc2)C3)ccc1OC(C)=O (stereo not drawn) | 5.7
134 | CC1CCC(CCOC(=O)C(C)(C)C)C1(C)C (stereo not drawn) | 2.5
135 | Cc1ccc(CSCCNC(=O)c2ccc(CN(c3cccc(Cl)c3)S(C)(=O)=O)cc2)cc1 | 1.7
